# High-throughput results: PubChem BioAssay, Vanderbilt High Throughput Screening Facility
# AMPAR-TARP mod – modulators of GluA2-stargazin AMPA receptor complexes, primary screen, cell-based, membrane potential dye | AID 1259245, 2017 | Voltage-dependent calcium channel gamma-2 subunit (Mus musculus) + Glutamate receptor 2 … | calls only at 30 µM | hit rate 3.5% among 40,000 | HEK293 GluA2+stargazin, membrane potential dye (FDSS), glutamate EC50; hits were called plate by plate, in both directions;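 active = any of four per-well response measures lying three or more SD from its plate-wide compound average, in either direction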
# Target sequence (O88602 whole entry, looked up): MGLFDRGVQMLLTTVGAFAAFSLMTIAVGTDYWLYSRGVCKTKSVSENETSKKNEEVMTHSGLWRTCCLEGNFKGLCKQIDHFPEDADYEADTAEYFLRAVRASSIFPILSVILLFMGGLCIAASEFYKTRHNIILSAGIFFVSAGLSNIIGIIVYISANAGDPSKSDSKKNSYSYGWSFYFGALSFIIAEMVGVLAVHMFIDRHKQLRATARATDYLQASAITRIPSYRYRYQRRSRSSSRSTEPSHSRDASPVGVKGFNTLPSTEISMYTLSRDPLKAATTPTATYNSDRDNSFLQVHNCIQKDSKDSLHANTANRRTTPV
# Target sequence (P19491 whole entry, looked up): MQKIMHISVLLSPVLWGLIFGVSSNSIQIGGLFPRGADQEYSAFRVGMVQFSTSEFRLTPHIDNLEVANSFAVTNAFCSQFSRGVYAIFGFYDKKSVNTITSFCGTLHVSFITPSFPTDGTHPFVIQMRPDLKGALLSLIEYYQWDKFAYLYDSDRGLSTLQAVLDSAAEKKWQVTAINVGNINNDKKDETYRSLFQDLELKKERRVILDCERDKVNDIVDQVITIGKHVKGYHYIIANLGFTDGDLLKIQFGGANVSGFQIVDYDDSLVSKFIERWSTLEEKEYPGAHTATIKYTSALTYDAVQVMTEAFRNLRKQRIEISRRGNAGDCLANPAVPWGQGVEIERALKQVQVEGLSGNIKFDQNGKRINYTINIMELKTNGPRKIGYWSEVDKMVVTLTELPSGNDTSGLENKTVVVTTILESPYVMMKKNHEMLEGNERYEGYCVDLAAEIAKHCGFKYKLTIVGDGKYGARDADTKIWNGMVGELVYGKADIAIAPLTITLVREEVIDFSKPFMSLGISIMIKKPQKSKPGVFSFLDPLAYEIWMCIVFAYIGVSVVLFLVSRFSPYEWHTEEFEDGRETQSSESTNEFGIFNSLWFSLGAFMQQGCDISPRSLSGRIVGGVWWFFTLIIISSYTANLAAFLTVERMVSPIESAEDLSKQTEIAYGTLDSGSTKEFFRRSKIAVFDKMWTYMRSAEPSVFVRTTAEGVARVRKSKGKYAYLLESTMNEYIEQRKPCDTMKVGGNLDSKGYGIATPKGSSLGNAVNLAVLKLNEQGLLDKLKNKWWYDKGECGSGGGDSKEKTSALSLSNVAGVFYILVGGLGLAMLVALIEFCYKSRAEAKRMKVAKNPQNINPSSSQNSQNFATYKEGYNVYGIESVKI
# AMPAR-TARP mod agonism max-min – also measured in AMPAR-TARP mod; calls as there; compound max-min signal; compound-alone response (agonism);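 unitless range of fluorescence divided by baseline over first 100 seconds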
# AMPAR-TARP mod glutamate slope – second read-out of AMPAR-TARP mod, no call of its own (marks repeat the call); glutamate slope, % of max; measured here: glutamate response slope, % max;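 scaled per plate between vehicle wells and maximal 1 mM glutamate control wells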
# An asterisk follows results filed as active; i = inactive; + = active, no number; & = joins results of further samples. An excerpt; the hit share may differ from the screen's.
SMILES,AMPAR-TARP mod,AMPAR-TARP mod agonism max-min,AMPAR-TARP mod glutamate slope
O=C(NCC(O)(c1ccccc1)C(F)(F)F)c1cccc(C(F)(F)F)c1 (configuration not stated),+,0.27*,39*
COc1ccc(-c2nc(CCNS(=O)(=O)c3ccc(F)cc3)cs2)cc1OC,i,0.069,58
Cc1ccc(Nc2ccc(NC(=O)c3cc4ccccc4oc3=O)cc2)nn1,i,0.12,51
O=C(N(c1ccc(Oc2ccccc2)cc1)C1C=CS(=O)(=O)C1)C(F)(F)F (configuration not stated),i,0.12,49
COc1cc(C(=O)Nc2ccc3c(c2)CCC(=O)N3CC(C)C)cc(OC)c1OC,i,0.056,41
O=C(CSc1cc(N2CCCC2)ncn1)c1ccccc1,i,0.075,71
COc1cc(C)c(S(=O)(=O)NCCn2nc(-c3ccccc3)ccc2=O)cc1C,i,0.049,33
CCc1nnc(-c2ccc(NC(=O)c3c(F)cccc3F)cc2)o1,i,0.086,62
Cc1noc(C)c1C(=O)Nc1cc(C(=O)N2CCCC2)cn(C)c1=O,i,0.11,51
O=C(/C=C/c1cccs1)NCC1CCN(Cc2ccsc2)CC1,+,0.084*,32*
CCCN1C(=O)CCc2cc(NC(=O)c3ccc(OC)cc3OC)ccc21,i,0.059,47
NC(=O)CSc1nnc(-c2cccnc2)o1,i,0.12,54
O=C(NCCN1CCC(c2cccs2)CC1)c1ccccc1C(F)(F)F,i,0.057,58
COc1ccccc1NC(=O)Cn1c2c(c(=O)n(C3CCCCC3)c1=O)CCC2,i,0.087,61
Cn1c(NCCc2ccccc2)nc2c1c(=O)n(CCC(N)=O)c(=O)n2C,i,0.11,58
O=C(CCCS(=O)(=O)c1ccccc1)Nc1nc(-c2cc([N+](=O)[O-])cs2)cs1,+,0.19*,70*
CCOC(=O)N1CCN(C(=O)Cn2c(S(C)(=O)=O)nc3ccccc32)CC1,i,0.039,48
O=C(CC1NCCNC1=O)OCCc1ccccc1 (configuration not stated),i,0.046,66
Cc1ccc(N2C(=O)N(Cc3ccc(C#N)cc3)c3ccccc3S2(=O)=O)cc1,i,0.057,51
COc1ccc(Cl)cc1C(=O)Nc1ccc(N2CCCC2=O)c(C)c1,i,0.1,32
O=C(O)c1ccccc1SCc1nnc(-c2ccccc2)o1,i,0.094,42
CCOc1ccc(/C=C/C(=O)Nc2ccccc2Cl)cc1,i,0.057,58
CCOc1ccc(-c2ccc(N3CCN(C(=O)c4sc(-c5ccccc5)nc4C)CC3)nn2)cc1,i,0.071,57
Cc1ccc([N+](=O)[O-])cc1S(=O)(=O)NC1CC(C)(C)NC(C)(C)C1,+,0.063*,14*
CCCCn1cnc2c(-c3ccccc3)cn(CC(=O)Nc3ccccc3OC)c2c1=O,i,0.065&0.052,62&131

# Single records, from the list above. Order of screens: AMPAR-TARP mod	AMPAR-TARP mod agonism max-min	AMPAR-TARP mod glutamate slope
# `O=C(NCC(O)(c1ccccc1)C(F)(F)F)c1cccc(C(F)(F)F)c1` (configuration not stated) is listed with +	0.27*	39*
# `O=C(O)c1ccccc1SCc1nnc(-c2ccccc2)o1` is listed with i	0.094	42
# `COc1cc(C)c(S(=O)(=O)NCCn2nc(-c3ccccc3)ccc2=O)cc1C` is listed with i	0.049	33
# `Cc1ccc(N2C(=O)N(Cc3ccc(C#N)cc3)c3ccccc3S2(=O)=O)cc1` is listed with i	0.057	51
# `O=C(CCCS(=O)(=O)c1ccccc1)Nc1nc(-c2cc([N+](=O)[O-])cs2)cs1` is listed with +	0.19*	70*

# An excerpt of these results, with the structure last:
AMPAR-TARP mod	AMPAR-TARP mod agonism max-min	AMPAR-TARP mod glutamate slope	SMILES
i	0.065&0.052	62&131	CCCCn1cnc2c(-c3ccccc3)cn(CC(=O)Nc3ccccc3OC)c2c1=O
i	0.075	71	O=C(CSc1cc(N2CCCC2)ncn1)c1ccccc1
i	0.057	58	O=C(NCCN1CCC(c2cccs2)CC1)c1ccccc1C(F)(F)F
i	0.086	62	CCc1nnc(-c2ccc(NC(=O)c3c(F)cccc3F)cc2)o1
i	0.056	41	COc1cc(C(=O)Nc2ccc3c(c2)CCC(=O)N3CC(C)C)cc(OC)c1OC

# The listing continues.
SMILES,AMPAR-TARP mod,AMPAR-TARP mod agonism max-min,AMPAR-TARP mod glutamate slope
O=C(C1COCC(=O)N1Cc1ccccc1)N1CCN(c2ccc(F)cc2)CC1 (configuration not stated),i,0.055,61
Cn1cccc1C(CNC(=O)Nc1ccccc1C(F)(F)F)N1CCOCC1 (configuration not stated),i,0.07,61
CCCc1cc2c(=O)c(-c3ccc4c(c3)OCCO4)coc2cc1OC(=O)N1CCOCC1,i,0.036,42
CC1CCCCN1c1ccc(N2CCN(C(=O)c3c(F)cccc3Cl)CC2)nn1 (configuration not stated),i,0.12,58
CCC(C(=O)N1CCN(c2ncnc3c2nnn3-c2cccc(F)c2)CC1)c1ccccc1 (configuration not stated),i,0.091,58
O=C(Cn1cnc2c(sc3ncccc32)c1=O)Nc1ccccc1C(F)(F)F,i,0.16,44
CC(C)Cc1cnc2c(c1SCC(=O)Nc1ccccc1F)c(=O)n(C)c(=O)n2C,i,0.032,50
CC(C)(C)n1ncc2c(=O)n(CC(=O)N3CCCCC3)cnc21,i,0.091,63
CC1=C(C(=O)OC(C)(C)C)C(c2ccccc2F)NC(=O)N1 (configuration not stated),+,0.081*,91*
Cc1ccc(-c2cc(C(F)F)n3ncc(C(=O)N4CCC(C)CC4)c3n2)cc1,+,0.15*,56*
COc1ccc(Cl)cc1NC(=O)C(=O)NCc1ccncc1,i,0.081,62
Cc1ccc(N(C(=O)C(C)C)C2C=CS(=O)(=O)C2)c(C)c1 (configuration not stated),i,0.094,63
Cn1nc(C2CCCN(C(=O)c3ccc(Cl)s3)C2)n(-c2ccccc2)c1=O (configuration not stated),i,0.064,50
CN1CC(c2nc3ccccc3n2Cc2ccccc2)CC1=O (configuration not stated),i,0.024,47
COc1ccc(-n2ccnc(SCC(=O)Nc3ccc(F)c(Cl)c3)c2=O)cc1,i,0.089,64
O=C(C1CCCN(c2ccc(-n3ccnc3)nn2)C1)N1CCN(c2ccc(C(F)(F)F)cn2)CC1 (configuration not stated),i,0.1,64
O=C(Cc1ccccc1)NCCn1ncc2c(N3CCCCCC3)ncnc21,i,0.062,58
Cc1cc(C)n(-c2cc(NCCNS(=O)(=O)c3ccc4c(c3)OCCO4)nc(C)n2)n1,i,0.099,65
O=C(NCc1ccccc1)NC1CCCC(O)C1 (configuration not stated),i,0.14,89
COc1ccc(-n2nnc3c(N4CCN(C(=O)C5CC(=O)N(c6ccccc6)C5)CC4)ncnc32)cc1 (configuration not stated),i,0.11,57
COc1ccccc1N1CCN(S(=O)(=O)c2ccc(F)c(C(=O)Nc3ccc(Cl)cc3F)c2)CC1,i,0.11,65
COc1ccc(S(=O)(=O)CC(=O)Nc2nc3ccc([N+](=O)[O-])cc3s2)cc1,i,0.051,43
COc1ccc(S(=O)(=O)N2CCCc3cc(NS(=O)(=O)c4ccc(C)cc4)ccc32)cc1,i,0.11,68
COc1ccc(S(=O)(=O)N2CCCOC2CNC(=O)C(=O)NC2CCCCC2)cc1OC (configuration not stated),i,0.1,60
O=C(Nc1sc2c(c1-c1nc3ccccc3s1)CCN(Cc1ccccc1)C2)C1CC1,i,0.11,58

# Continuation:
SMILES,AMPAR-TARP mod,AMPAR-TARP mod agonism max-min,AMPAR-TARP mod glutamate slope
COc1ccccc1N1CCN(S(=O)(=O)c2ccc(F)c(C(=O)Nc3ccc(Cl)cc3)c2)CC1,+,0.13*,30*
CCCc1nnsc1C(=O)Nc1ccc2c(c1)N(S(=O)(=O)c1ccc(F)cc1)CCC2,i,0.088,67
CC(=O)N1CCN(c2oc(-c3ccc(Cl)cc3)nc2S(=O)(=O)c2ccccc2)CC1,i,0.12,66
COCc1nc2ccccc2n1CC(O)COc1ccccc1 (configuration not stated),i,0.14,56
CCOc1ccc(-c2ccc(=O)n(CC(=O)Nc3ccc(F)c([N+](=O)[O-])c3)n2)cc1,i,0.052,54
NS(=O)(=O)c1ccc(NC(=O)c2ccc(=O)n(Cc3cccc(F)c3)n2)cc1,i,0.084,48
CS(=O)(=O)Nc1ccccc1-c1nc2ccccc2[nH]c1=O,i,0.047,59
Cc1cc(C)c(NC(=O)C(=O)NCCc2ccc3c(c2)CCCN3C)c(C)c1,i,0.11,66
Cn1nnc2c(N3CCN(C(=O)c4c(F)cccc4F)CC3)ncnc21,i,0.06,41
O=C(NCC(O)(c1ccco1)C1CC1)C(=O)Nc1ccc2c(c1)OCCO2 (configuration not stated),i,0.11,62
Cc1ccc(S(=O)(=O)CCCC(=O)Nc2ccc(-c3nc4ccccc4o3)cc2)cc1,i,0.055,51
COC(=O)c1ccccc1NC(=O)c1cc(-c2cccs2)n(C2CCS(=O)(=O)C2)n1 (configuration not stated),i,0.081,60
CCOC(=O)c1[nH]c2ccccc2c1NC(=O)c1ccc(C)c(C)c1,i,0.1,73
CCOc1ccccc1-n1nnnc1SCC(=O)Nc1cc(Cl)ccc1Cl,i,0.067&0.035,52&117
COc1ccc(C(=O)Nc2ccc(C(=O)O)cc2)c(OC)c1,i,0.079,30
Cc1cccc(C)c1N1CCN(S(=O)(=O)N2CCCCC2)CC1,i,0.066,69
Cc1ccc(/C(O)=C2\C(=O)C(=O)N(CCCN3CCOCC3)C2c2ccccn2)cc1 (configuration not stated),i,0.11,48
O=C(CCn1cnc2ccccc2c1=O)N1CCC(c2nnc(-c3ccc(F)cc3)o2)CC1,i,0.11,48
O=C(NCC1(c2ccccc2)CCOCC1)C(=O)Nc1ccc(C(F)(F)F)cc1,i,0.17,57
COc1ccc(Br)cc1S(=O)(=O)NCc1ccccn1,i,0.086,64
CC1CCCCN1S(=O)(=O)c1ccc(C(=O)Nc2ccccc2Oc2ccccc2)cc1 (configuration not stated),i,0.091,51
COCC(C)NC(=O)C(=O)NC1CC1 (configuration not stated),i,0.093,47
CCOC(=O)NCC1CCN(Cc2ccccc2SC)CC1,i,0.042,33
COc1ccccc1OCC(=O)NCCCn1cccc1,i,0.11,68
COCCNC(=O)CCn1cnc2c(cnn2C(C)(C)C)c1=O,i,0.082,62

# (list continues)
SMILES,AMPAR-TARP mod,AMPAR-TARP mod agonism max-min,AMPAR-TARP mod glutamate slope
Cc1ccc(S(=O)(=O)N(C)CC(O)CNCC(=O)O)cc1 (configuration not stated),i,0.092,66
O=C(NCc1n[nH]c(=O)c2ccccc12)c1nc2ccccc2s1,i,0.14,51
CCOc1ccc(C2NC(=O)NC(CS(=O)(=O)c3cc(Cl)ccc3OC)=C2C(=O)OC)cc1 (configuration not stated),i,0.097,55
CC(=O)Cn1c(=O)c2c(nc3n2CCCN3c2cc(C)cc(C)c2)n(C)c1=O,i,0.1,66
COc1ccc(Cl)cc1NC(=O)CSc1nccn(-c2cc(C)cc(C)c2)c1=O,i,0.035,34
CN(C(=O)Cn1cnc2c(-c3ccccc3)csc2c1=O)c1ccc(F)cc1,i,0.11,8
Cc1cc(-c2nnc(NC(=O)C3CCCN(S(=O)(=O)c4ccccc4)C3)o2)n(C)n1 (configuration not stated),i,0.079,56
O=C(Nc1nnc(-c2ccc(Br)s2)o1)c1ccc(Cl)s1,+,0.19*,46*
Cc1cc(C(=O)N2CC(C(=O)NCCc3ccc(F)cc3)C2)no1,i,0.099,56
OC1CCN(C(=S)Nc2ccc(Oc3ccccc3)cc2)CC1,i,0.082,28
COc1ccc(-c2c(C)oc3c4c(ccc3c2=O)OCN(C(C)C)C4)cc1,i,0.13,49
O=C(COc1ccc(F)cc1F)Nc1cccc(-c2ccc(N3CCOCC3)nn2)c1,i,0.089,52
COc1cccc(/C=C2\Oc3cc(OC(=O)c4ccco4)ccc3C2=O)c1,i,0.14,64
Cc1c(C(=O)N2CCN(c3ccc(-c4cccs4)nn3)CC2)cnn1-c1ccccc1,i,0.031,28
CCOc1ccccc1NC(=O)c1cc(-c2ccc(OC)cc2OC)nc2ccccc12,i,0.073,24
CC(C)OC(=O)CSc1nc2c(c(=O)n(C)c(=O)n2C)n1C,i,0.099,58
CCOc1ccc(-c2nnc3n(CCc4ccccc4)c4c(=O)n(C)c(=O)n(C)c4n23)cc1,i,0.093,62
O=C(C1COc2ccccc2O1)N1CCC(c2ccsc2)CC1 (configuration not stated),i,0.095,74
CC(=O)C1C(c2ccc(OCc3ccccc3)cc2)NC(=O)NC1(O)C(F)(F)F (configuration not stated),i,0.13,63
CC(C)(C)n1ncc2c(=O)n(NC(=O)Cc3ccc([N+](=O)[O-])cc3)cnc21,i,0.034,47
O=C(NCC1CCN(c2cnccn2)CC1)C(=O)NCC1CCCO1 (configuration not stated),i,0.16,61
N#Cc1ccsc1NC(=O)CCCS(=O)(=O)c1ccccc1,+,0.11*,51*
O=C(/C=C/c1ccco1)N1CCC(CNS(=O)(=O)c2cc(Cl)ccc2Cl)CC1,i,0.093,47
COc1ccc(CCC(=O)N2CCC(c3ccsc3)CC2)cc1,+,0.058*,80*
Cn1nc(NC(=O)Cc2cccs2)c2c1NC(=O)CC2c1ccccc1 (configuration not stated),i,0.13,58
CC(C)S(=O)(=O)c1ccc(C(=O)Nc2sc3c(c2-c2nc4ccccc4s2)CCCC3)cc1,i,0.081,62
CS(=O)(=O)c1ccc2nc(NC(=O)C3CCCN3S(C)(=O)=O)sc2c1 (configuration not stated),i,0.12,62
COCCCN1COc2ccc3c(=O)c(-c4ccc(OC)c(OC)c4)coc3c2C1,i,0.1,54
COCCN1CCC(CNC(=O)C(=O)Nc2ccc(F)c(Cl)c2)CC1,i,0.064,56
Cc1ccc(S(=O)(=O)Nc2ccc3c(c2)CCCN3C(=O)c2ccccc2)cc1C,i,0.13,56
